# From PubChem BioAssay
# OXTR agonist: human OXTR agonism; P30559; CHO-OTR cells, Fluo-8 calcium fluorescence; normalized: DMSO 0%, oxytocin 100%; activation, % at 3 µM; actives 0.32% (n = 320,000); AID 2435;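 active = activation above the mean of all tested compounds plus 3 SD, cutoff set per screening run, cut at about 20% in these data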;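 also: peak over basal fluorescence ratio from a 100 s FLIPR kinetic read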
# MEKK3 PB1 HTS: raises or lowers MEK5 binding to the human MEKK3 PB1 domain; Q99759; bead-based flow cytometry, Alexa488-MEK5 binding to MEKK3; actives lie on both sides; 0 = blocked by unlabeled MEK5, 100 = vehicle; binding response (% of control), % at 10 µM; actives 1.4% (n = 290,000);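 active = binding response more than 3 SD above or below the average of its plate-row segment, actives on both sides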;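 also: Alexa488 bead fluorescence after subtracting the streptavidin-only scavenger bead signal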
# Target sequence (Q99759 whole entry, looked up, the tested form may be a part): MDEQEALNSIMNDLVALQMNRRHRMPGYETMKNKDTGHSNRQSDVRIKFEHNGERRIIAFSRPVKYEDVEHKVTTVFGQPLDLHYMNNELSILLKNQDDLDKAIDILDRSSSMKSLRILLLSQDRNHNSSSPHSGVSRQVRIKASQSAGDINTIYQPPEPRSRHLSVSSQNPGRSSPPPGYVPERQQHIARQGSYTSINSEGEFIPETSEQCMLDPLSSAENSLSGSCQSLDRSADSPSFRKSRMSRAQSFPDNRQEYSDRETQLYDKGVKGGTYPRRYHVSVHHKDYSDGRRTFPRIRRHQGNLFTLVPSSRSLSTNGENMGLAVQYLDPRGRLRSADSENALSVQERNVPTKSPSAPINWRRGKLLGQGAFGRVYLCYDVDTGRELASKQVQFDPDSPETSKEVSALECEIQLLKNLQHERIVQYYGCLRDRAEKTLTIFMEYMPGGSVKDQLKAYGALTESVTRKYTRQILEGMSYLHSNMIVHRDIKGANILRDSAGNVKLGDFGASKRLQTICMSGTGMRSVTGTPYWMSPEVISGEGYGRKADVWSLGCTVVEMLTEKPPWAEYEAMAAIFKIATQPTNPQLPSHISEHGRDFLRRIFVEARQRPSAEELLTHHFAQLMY
# GPR7 antag: blocks human GPR7 receptor signaling. P48145. GPR7-expressing cells, fluorescence antagonist assay. inhibition, % at 4.4 µM. actives 1.1% (n = 290,000); in the data active = inhibition above about 16%, passing the limit was not always enough;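 also: cells stimulated with the agonist NPW; 0% = agonist with vehicle and 100% = vehicle without agonist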
# Target sequence (P48145 whole entry, looked up): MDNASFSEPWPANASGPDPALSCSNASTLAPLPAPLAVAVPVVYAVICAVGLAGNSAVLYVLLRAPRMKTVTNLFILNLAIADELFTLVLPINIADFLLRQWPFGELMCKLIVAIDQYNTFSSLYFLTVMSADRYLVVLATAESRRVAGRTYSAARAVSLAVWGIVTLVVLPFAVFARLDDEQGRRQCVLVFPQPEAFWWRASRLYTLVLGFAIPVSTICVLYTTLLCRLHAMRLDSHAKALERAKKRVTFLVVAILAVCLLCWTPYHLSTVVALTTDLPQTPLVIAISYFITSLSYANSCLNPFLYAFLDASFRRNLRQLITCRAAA
# MEKK2wt PB1 HTS: raises or lowers MEK5 binding to wildtype human MEKK2 PB1 domain | Q9Y2U5 | bead flow cytometry, Alexa488-MEK5 binding to MEKK2 WT; actives lie on both sides | binding response (% of control), % at 10 µM | actives 1.1% (n = 290,000); in the data active = binding response below about 67% or above about 130%
# DNA FID counter: displaces DNA intercalator in HCV helicase counter-screen | DNA fluorescent intercalator displacement, fluorescence | inhibition, % at 7.9 µM | actives 0.17% (n = 290,000); in the data active = inhibition above about 37%;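 also: 0% = vehicle and 100% = reference compound; higher means more ethidium bromide displaced from hairpin DNA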
# MEKK2 mut-MEK5: signal of MEK5 binding to mutant human MEKK2 PB1 domain; actives 0.35% (n = 290,000); bead flow cytometry, Alexa488-MEK5 binding to MEKK2 mutant; percent response, % at 10 µM; AID 1530; in the data active = percent response above about 24%, passing the limit was not always enough; also: inactives centre near 1; some results filed as inactive read as strong as hits; reference of the scale not given here
# NALP1 yeast inh: NALP1 inhibition; actives 0.61% (n = 280,000); AID 2071; inhibition, % at 10 µM; S. cerevisiae NALP1/ASC/caspase-1 growth, X-gal OD620, 72 h; in the data active = inhibition mostly above about 24%, no sharp cut-off; inactive = mostly below about 32%; also: some compounds called inactive have numbers as strong as hits
# PHOSPHO1 block: PHOSPHO1 (human) inhibition; Q8TCT1; AID 1565; recombinant PHOSPHO1, absorbance phosphatase assay; actives 1.1% (n = 290,000); inhibition, % at 13.3 µM; in the data active = inhibition above about 60%
# M18AAP inhibitor: blocks P. falciparum M18 aspartyl aminopeptidase | recombinant PfM18AAP, H-Glu-NHMec fluorogenic cleavage | inhibition, % at 7.35 µM | actives 1.2% (n = 290,000) | AID 1822;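 active = inhibition above the campaign mean inhibition over all tested compounds plus 3 SD, cut at about 28% in these data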;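 also: 0% = plate median of test compound wells and 100% = 2 mM ZnCl2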
# The depositor's hits bear a star; / = not tested or not shown.
SMILES,OXTR agonist,MEKK3 PB1 HTS,GPR7 antag,MEKK2wt PB1 HTS,DNA FID counter,MEKK2 mut-MEK5,NALP1 yeast inh,PHOSPHO1 block,M18AAP inhibitor
O=C(NCC1CCCO1)C(C(=O)c1ccc(F)cc1)n1ccccc1=O (configuration not stated),1.1,101,0,106,5,2,12,12,2
O=S(=O)(NCc1ccccc1)NCc1cccc(C(F)(F)F)c1,-2.1,101,-12,100,-10,-1,6,8,2
Cc1csc(NC(=O)CSc2nnc(Cn3c(=O)sc4ccccc43)n2-c2ccccc2)n1,4.5,92,-3,91,-38,-3,32,13,8
Cc1cccc(CC(=O)Nc2cccnc2)c1,-1.6,104,-13,103,-2,9,15,/,-3
Cc1nc(C(=O)NCc2ccccc2)sc1C1(C)CC(c2cccnc2)=NO1 (configuration not stated),22*,91,/,90,/,-8,/,30,/
CCc1nc2sc3c(=O)n(N)cnc3c2c2c1COC(C)(C)C2,1.0,96,-5,95,0,4,14,-1,-6
Cc1cccc(-n2c(CNC(=O)c3ccc(S(=O)(=O)N(C)C)cc3)nnc2SCC(=O)Nc2ccc(F)cc2)c1,-0.9,88,-9,87,-27,-12,38,-2,1
CCCCCNC(=O)c1ccc2c(=O)[nH]c3c(C(=O)NCC4CCCO4)sc(=S)n3c2c1 (configuration not stated),-2.6,94,-2,92,-9,-6,-4,40,-2
CCCNC(=O)OCc1cccnc1Sc1ccc(C)cc1,-0.2,118,-8,115,-10,-1,7,12,6
Cc1nn(C)c(C)c1-c1c(C#N)c(N)nc2c1CCCCCC2,0.2,104,-11,108,-11,3,6,18,2
O=C(CSc1nnnn1C1CCCC1)N1CCCc2ccccc21,-0.8,103,-5,102,-18,3,8,-37,-13
CCc1nnc(NC(=O)c2ccc3c(c2)C(=O)N(CC(C)C)C3=O)s1,/,106,7,95,3,1,8,22,0

# Filtered by structure, the compounds so far containing a halogen
SMILES,OXTR agonist,MEKK3 PB1 HTS,GPR7 antag,MEKK2wt PB1 HTS,DNA FID counter,MEKK2 mut-MEK5,NALP1 yeast inh,PHOSPHO1 block,M18AAP inhibitor
O=C(NCC1CCCO1)C(C(=O)c1ccc(F)cc1)n1ccccc1=O (configuration not stated),1.1,101,0,106,5,2,12,12,2
O=S(=O)(NCc1ccccc1)NCc1cccc(C(F)(F)F)c1,-2.1,101,-12,100,-10,-1,6,8,2
Cc1cccc(-n2c(CNC(=O)c3ccc(S(=O)(=O)N(C)C)cc3)nnc2SCC(=O)Nc2ccc(F)cc2)c1,-0.9,88,-9,87,-27,-12,38,-2,1

# The list goes on:
SMILES,OXTR agonist,MEKK3 PB1 HTS,GPR7 antag,MEKK2wt PB1 HTS,DNA FID counter,MEKK2 mut-MEK5,NALP1 yeast inh,PHOSPHO1 block,M18AAP inhibitor
CCOc1ccc2nc(NC(=O)CS(=O)(=O)c3ccccc3)sc2c1,-0.5,100,-8,98,-8,0,3,-4,7
Cc1ccc(-c2cc(C(=O)N3CCN(c4ncccn4)CC3)c3ccccc3n2)cc1,-2.3,106,-12,111,-25,6,13,69*,0
Cc1cc(C)cc(NC(=O)OCCN2CCN(Cc3ccccc3)CCC2=O)c1,0.5,96,6,95,-9,6,21,-6,8
COc1cccc(-c2cc(C(F)(F)F)n3ncc(C(=O)N4CCc5ccccc5C4)c3n2)c1,-2.1,100,-3,91,-8,-5,3,45,-8
O=C(c1ccc(COc2c(F)c(F)c(F)c(F)c2F)o1)N1CCN(Cc2ccc3c(c2)OCO3)CC1,-1.8,110,4,107,-10,4,2,-8,1
N=c1n(Cc2ccccc2)c2ccccc2n1CC(O)c1ccco1 (configuration not stated),1.1,99,11,108,9,8,-1,13,-7
COCCOC(=O)c1c(C)nc(SCC(=O)Nc2ccc(C)cc2)c(C#N)c1-c1ccco1,-0.5,/,14,/,-13,/,1,20,14
COc1ccc2oc(-c3ccccc3[N+](=O)[O-])cc(=O)c2c1,-0.7,90,8,90,-2,-9,10,41,-6
CCOc1ccc(/C=N/NC(=O)CC(=O)Nc2ccc(Cl)c(Cl)c2)cc1,-1.1,93,2,89,1,-3,30,4,2
CC(=O)Nc1cccc(OCC(=O)NCCC2=CCCCC2)c1,-0.2,101,-3,93,-17,-9,-4,32,4
COc1cc(/C=N/N=C2/NC(=O)C(CC(=O)O)S2)ccc1OCc1cccc(Cl)c1 (configuration not stated),-1.6,101,-4,98,-20,-1,14,45,-7
O=C(CSc1nc2ccccc2c(=O)n1CC1CCCO1)Nc1ccccc1 (configuration not stated),-0.3,99,-2,94,-24,-5,7,-22,-12
CCOC(=O)c1c(/N=C/c2ccc(C)cc2O)sc2c1CCN(C)C2,1.6,108,-13,125,-3,11,-53,0,1
CCC(C)c1ccc(NC(=O)NCCN2CCCCC2)cc1 (configuration not stated),5.8,101,32*,111,24,3,24,/,5
CCc1nc(SCC(=O)c2cccc([N+](=O)[O-])c2)n[nH]1,-0.8,96,-5,99,2,-2,20,3,-8
CCOC(=O)c1cnn2c(C(F)(F)F)cc(-c3ccccc3)nc12,-1.1,101,-2,102,-11,5,-10,-14,-1
CCOC(=O)C1=C(O)C(=O)N(c2ccc(S(N)(=O)=O)cc2)C1c1ccc(Cl)cc1 (configuration not stated),1.3,106,-3,105,-14,5,3,29,-10
CC1(C)Cc2ccccc2C(NNC(=O)c2cccnc2)=N1,-0.1,89,4,91,-5,3,4,-11,2
O=C(NNC(=O)[C@@H]1CCCC[C@@H]1C(=O)O)c1cccs1,-0.5,111,0,111,-1,9,-4,5,4
COc1cc(/C=C(/NC(=O)c2ccccc2)C(=O)Nc2ccc(O)cc2)c([N+](=O)[O-])cc1OC,-0.7,99,-2,115,3,21,22,-26,8
CC(C)c1ccc(N(CC(=O)NCCSC(C)(C)C)S(C)(=O)=O)cc1,-1.8,102,3,102,-36,-8,31,14,5
CCOC(=O)CSc1nc2c(cnn2-c2ccc(Cl)cc2)c(=O)[nH]1,0.3,104,1,106,-7,8,14,11,0
CCCC(=O)c1ccc(N2CCN(S(=O)(=O)c3ccccc3)CC2)c(F)c1,2.5,113,-6,112,-1,11,14,-22,6
Cc1ccc2nc(SCC(=O)c3cc(C)n(C)c3C)[nH]c2c1,-1.3,97,-2,104,-9,0,17,71*,2
O=C(NCCCn1ccnc1)c1cnn2c1NC(c1ccccc1)CC2C(F)(F)F (configuration not stated),-0.1,114,-11,123,9,15,13,-29,-5
CCC1CCCCN1CC(=O)c1c(C)[nH]c2cc(C)ccc12 (configuration not stated),/,101,2,106,-1,0,-1,-21,7
Cn1c(CC(=O)Nc2ccccc2Cl)nnc1SCC(=O)Nc1nncs1,0.5,100,-6,100,-10,-1,5,24,-1
COC(=O)c1ccccc1NC(=O)Cn1c(-c2nonc2N)nc2ccccc21,-1.1,/,13,/,-3,/,/,-4,3
CCO[C@@H]1OC(C(=O)Nc2ccccc2)=C[C@H](c2ccc(Br)cc2)[C@H]1CCCO,1.1,107,-14,102,-22,2,-3,20,-5
CN(C)c1ccc(C2CC(=O)C=C(Nc3ccccc3N)C2)cc1 (configuration not stated),1.1,100,2,103,-11,-4,10,20,18
COc1ccc(-n2c(C)cc(C(=O)CSc3nnc(-c4cccs4)o3)c2C)cc1,4.6,100,-4,94,-17,-2,11,86*,7
CCCCn1c(N)c(N(CCOC)C(=O)CN2C(=O)c3ccccc3C2=O)c(=O)[nH]c1=O,-0.6,107,-8,113,-6,8,-3,17,-1
O=C(O)c1cn(Cc2ccccn2)c(=O)c2ccccc12,-0.3,102,-11,99,0,-2,6,3,7
Cc1ccc(N(C(=O)CNC(=O)c2ccco2)C(C(=O)NC2CCCC2)c2ccncc2)c(C)c1 (configuration not stated),0.9,102,-13,102,-28,-1,2,30,0
O=C(NCc1ccc(Cl)cc1Cl)c1ccc2nc[nH]c2c1,0.8,52,-2,84,-3,1,/,-12,3
O=C(N=Nc1c(O)[nH]c2ccccc12)c1cc(-c2cccs2)[nH]n1,-0.4,97,29*,85,12,-11,/,-6,-15

# Printed as active in GPR7 antag (from the list above):
SMILES	MEKK3 PB1 HTS	GPR7 antag	MEKK2wt PB1 HTS	MEKK2 mut-MEK5	NALP1 yeast inh	PHOSPHO1 block	M18AAP inhibitor
CCC(C)c1ccc(NC(=O)NCCN2CCCCC2)cc1 (configuration not stated)	101	32*	111	3	24	/	5
O=C(N=Nc1c(O)[nH]c2ccccc12)c1cc(-c2cccs2)[nH]n1	97	29*	85	-11	/	-6	-15

# Further compounds follow:
SMILES,OXTR agonist,MEKK3 PB1 HTS,GPR7 antag,MEKK2wt PB1 HTS,DNA FID counter,MEKK2 mut-MEK5,NALP1 yeast inh,PHOSPHO1 block,M18AAP inhibitor
CCOC(=O)CSc1nnc(CNC(=O)c2ccccc2OC)n1-c1ccc(OC)cc1,-1.1,/,-6,/,-26,/,27,24,-3
COc1ccc(CNC(=O)C(C)N2CCN(c3ccc(C(C)=O)cc3)CC2)cc1 (configuration not stated),3.3,101,8,97,-23,-5,1,23,-1
COc1ccc(C2C(C(=O)Nc3cccc(C)n3)c3ccccc3C(=O)N2C)cc1 (configuration not stated),0.9,102,-15,94,-22,0,-17,23,-2
CNc1cc(C(F)(F)F)nc(-c2ccccn2)n1,-0.4,108,-10,106,-2,-5,24,25,1
C=CCc1ccc(OCC(O)COc2ccc(CC=C)cc2OC)c(OC)c1,-0.6,99,-8,96,-25,-2,0,-7,-14
O=S(=O)(Nc1nc(-c2ccccc2)cs1)c1cc(Cl)ccc1Cl,-0.5,103,-10,100,-39,1,10,29,-7
CCOC(=O)Cc1csc(NC(=O)CN2CCCCC2)n1,0.7,106,-11,106,-8,4,7,25,-2
Cc1cc2cc(CN(CCCO)S(=O)(=O)c3cccc4nsnc34)c(=O)[nH]c2cc1C,1.6,109,0,107,-12,6,16,1,-2
COCc1ccc(CN2CCC(CO)(CC3CCCCO3)CC2)o1 (configuration not stated),1.8,97,-2,99,14,-7,2,25,-3

# Of the compounds above, these have a thiophene ring, fused or not:
SMILES,OXTR agonist,MEKK3 PB1 HTS,GPR7 antag,MEKK2wt PB1 HTS,DNA FID counter,MEKK2 mut-MEK5,NALP1 yeast inh,PHOSPHO1 block,M18AAP inhibitor
CCc1nc2sc3c(=O)n(N)cnc3c2c2c1COC(C)(C)C2,1.0,96,-5,95,0,4,14,-1,-6
CCOC(=O)c1c(/N=C/c2ccc(C)cc2O)sc2c1CCN(C)C2,1.6,108,-13,125,-3,11,-53,0,1
O=C(NNC(=O)[C@@H]1CCCC[C@@H]1C(=O)O)c1cccs1,-0.5,111,0,111,-1,9,-4,5,4
COc1ccc(-n2c(C)cc(C(=O)CSc3nnc(-c4cccs4)o3)c2C)cc1,4.6,100,-4,94,-17,-2,11,86*,7
O=C(N=Nc1c(O)[nH]c2ccccc12)c1cc(-c2cccs2)[nH]n1,-0.4,97,29*,85,12,-11,/,-6,-15
